H37Rv inhibition: M. tuberculosis growth inhibition, HTS (AID 449762). inhibition, % at 25 µM; hits with a dose series show IC50 in µM. 0.59% of 330,000 active. M. tuberculosis H37Rv growth inhibition, 7H9 media; higher % means a stronger effect; in the data active = a potency from the dose series; inconclusive = inhibition above about 70% without an active follow-up result;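 note: bacterial growth assessed after seven days of incubation; strong numbers were not always called active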
tuberculosis growth: growth inhibition of non-replicating M. tuberculosis (AID 488890); Mycobacterium tuberculosis non-replicating, growth inhibition; higher % means a stronger effect; inhibition, % at 25 µM; hits with a dose series show IC50 in µM; 0.39% of 320,000 active; in the data active = a potency from the dose series; inconclusive = inhibition mostly from about 82% at the one dose, without a potency; inactive = the rest, 99 in 100 with inhibition below about 76%;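 note: plate controls were DMSO cells for no effect and high antibiotic wells for full effect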
H1N1 NS1A inhibition: H1N1 influenza NS1A inhibitors, functional cell based assay (AID 504329); NS1A functional cell-based assay, percent inhibition; higher % means a stronger effect; inhibition, % at 12.5 µM, or IC50 in µM where a hit was titrated; 0.3% of 340,000 active; in the data active = a potency from the dose series; inconclusive = inhibition above about 27% without an active follow-up result; note: strong numbers were not always called active
Salmonella PhoP GFP: PhoP regulon inhibitors, Salmonella typhi PhoP promoter GFP reporter, confirmatory (AID 1850). Salmonella Typhi PhoP-promoter GFP reporter, fluorescence, 4 h; higher % means a stronger effect. inhibition, % at 50 µM; hits with a dose series show IC50 in µM. 0.33% of 310,000 active; in the data active = a potency from the dose series; inconclusive = inhibition mostly from about 25% at the one dose, without a potency; inactive = the rest, 99 in 100 with inhibition below about 19%;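 note: 0% = induced wells with vehicle and 100% = uninduced wells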
VEEV TC-83 Vero: inhibitors of VEEV TC-83 cytopathic effect, confirmation, Vero cells (AID 588727). inhibition, % at 20 µM, or IC50 in µM where a hit was titrated. Vero cells, VEEV TC-83 cytopathic effect inhibition; higher % means a stronger effect. 0.13% of 350,000 active; in the data active = a potency from the dose series; inconclusive = inhibition mostly from about 14% at the one dose, without a potency; inactive = the rest, 99 in 100 with inhibition below about 12%; note: strong numbers were not always called active
VEEV TC-83 Vero 10K pilot screen: second read-out of VEEV TC-83 Vero, no call of its own (marks repeat the call); inhibition, %; measured here: 10K pilot screen inhibition
Active calls of the source: *; i = inactive; ? = inconclusive; / = no result given. Compounds were not picked by outcome; 1.6% or so of the library scored in one or more.

SMILES	H37Rv inhibition	tuberculosis growth	H1N1 NS1A inhibition	Salmonella PhoP GFP	VEEV TC-83 Vero	others
COc1ccc(CNC(=O)C2CC(c3cccc([N+](=O)[O-])c3)=NO2)cc1 (centres undefined)	-4%	3%	-6%	-4%	0.2%
Nc1nonc1-c1noc(-c2ccccc2)n1	-1%	-43%	6%	-7%	i
O=C1c2ccccc2C(=O)N1CCOc1ccccc1	8%	31%	-5%	-1%	0.4%
CC(C)(C)N1CC(COc2ccccc2)OC1=O (centres undefined)	9%	12%	-4%	-14%	0.0%
CCn1cc(CNC(=O)c2cccc([N+](=O)[O-])c2)cn1	-4%	5%	-16%	0%	i
CCOC(=O)N1CCN(C(=O)Nc2cccc(Cl)c2)CC1	-1%	7%	-3%	12%	i
O=C(COC(=O)COc1ccc(Cl)cc1)NCc1ccc2c(c1)OCO2	-6%	-7%	-14%	/	i
Cc1nc2ccc(C(=O)OCc3nnc(-c4ccccc4)o3)cc2nc1C	/	/	-3%	/	7.2%
CCOc1ccc(Cc2noc3c2C(=O)CCC3)cc1OCC	2%	0%	-3%	-3%	i
Cc1ccc(OCC(=O)N2CCN(Cc3ccc4c(c3)OCO4)CC2)cc1C	-2%	13%	-14%	-2%	5.7%
Cc1nc(Cl)c(C(=O)NC(C)(C)C)c(C)c1Cl	-6%	-1%	-7%	8%	3.3%
CCOCCCn1c(=S)[nH]c2ncccc2c1=O	-10%	17%	-3%	-4%	0.5%	VEEV TC-83 Vero 10K pilot screen=1.4
Fc1cccc(CN2CCN(C(=S)NCCc3ccccc3)CC2)c1	-2%	17%	-3%	7%	2.0%
CC(=O)c1ccc(NC(=O)COC(=O)c2c[nH]c3ccccc23)cc1	1%	6%	-10%	/	2.2%
CC(C)CC(=O)NC(=S)NNC(=O)c1cccc([N+](=O)[O-])c1	16%	41%	1%	-6%	0.1%	VEEV TC-83 Vero 10K pilot screen=6.9
O=C(N=Nc1c(O)[nH]c2ccc([N+](=O)[O-])cc12)c1cc(-c2ccccc2Cl)nc2ccccc12	-3%	-29%	-8%	-5%	1.1%
c1ccc(-n2ncc3c(N4CCC5(CC4)OCCO5)ncnc32)cc1	-10%	-9%	18%	5%	i
COc1ccc(NC(=O)c2cc(C)nn2-c2ccccc2)cc1	-4%	-2%	-12%	-12%	0.5%
COC(=O)C1(CCSC)NC(c2ccco2)C2C(=O)N(C)C(=O)C21 (centres undefined)	-4%	-5%	4%	2%	0.2%
COc1cccc(Sc2cc(N3CCOCC3)nc(-c3ccccc3)n2)c1	7%	11%	1%	-9%	5.6%
Cc1cnc(C(=O)NCC(c2ccccc2)c2ccccc2)cn1	29%	7%	4%	-2%	i
Cc1csc(=O)n1CCC(=O)OCC(=O)c1ccc(Br)cc1	11%	57%	-2%	4%	0.4%
O=c1c2ccccc2c(C=NCCCN2CCOCC2)c(O)n1Cc1ccc2c(c1)OCO2	5%	5%	10%	2%	7.1%
CCN(CC)C(=O)[C@H]1CC(CC(=O)NCc2ccc(OC)c(OC)c2)C(=O)N2CCc3c([nH]c4ccc(OC)cc34)[C@]12C (some centres undefined)	/	/	2%	/	i
COc1ccc(CN2C(=O)C(C)Oc3ccccc32)cc1 (centres undefined)	0%	33%	-1%	-5%	0.6%
SMILES	H37Rv inhibition	tuberculosis growth	H1N1 NS1A inhibition	Salmonella PhoP GFP	VEEV TC-83 Vero	others
COc1ccc(Nc2nc(-c3cccs3)nc3ccccc23)cc1	43%	40%	-3%	2%	5.9%
CC(=O)N1CCN(CC(=O)Nc2cc(S(=O)(=O)N3CCOCC3)ccc2C)CC1	-9%	0%	8%	-8%	0.3%
CCN(CC)CCN(C(=O)C1=COCCO1)c1nc2cc(C)cc(C)c2s1	?	60%	0%	3%	2.3%
COc1ccc(/C=C(\NC(=O)c2ccc(C)cc2)C(=O)NCCCN2CCOCC2)cc1OC	4%	-17%	-10%	9%	1.1%
NC(=O)C1(N2CCCCC2)CCN(Cc2ccccc2)CC1	-8%	-15%	-8%	2%	i
CC(C)c1ccc(NC(=O)N2CCc3ccccc3C2)cc1	10%	71%	-12%	-6%	0.5%
COc1cc(/C=C/C(=O)O)cc(OC)c1	-2%	-5%	-3%	3%	i
O=C(c1ccc2c(c1)OCO2)N1CCN(c2cccc(C(F)(F)F)c2)CC1	6%	24%	-8%	12%	i
O=C(NCCCNC(=O)c1cnccn1)c1ccc(Cl)cc1	-2%	-1%	0%	7%	i
CCOC(=O)c1cn(CC)c2cc(N3CCOCC3)c(F)cc2c1=O	-1%	-1%	-5%	15%	0.7%
CCC(C)NC(=O)c1ccccc1-c1ccccc1C(=O)NC(C)CC (centres undefined)	31%	16%	-8%	-6%	1.6%
Cc1ccc2[nH]c(CNC(=O)C3CCCCC3)cc2c1	1%	18%	0%	1%	4.0%
Cc1cccc(N2CCN(C(=O)CSc3ccc4c(c3)OCCO4)CC2)c1C	-8%	17%	1%	/	0.3%
COCCSc1ccccc1C(=O)NCc1cccnc1	-3%	-6%	-10%	5%	0.8%
CCCCCCCCNS(=O)(=O)CCNCc1ccccc1OC	/	/	-6%	/	i
Oc1ccc(/C=N/Nc2nc(-c3cccnc3)nc3ccccc23)c(O)c1	3%	8%	-1%	12%	9.7%
CC(=O)CC(C)(C)S(=O)(=O)c1ccc(Oc2ccc(S(=O)(=O)C(C)(C)CC(C)=O)cc2)cc1	-3%	0%	-19%	-5%	2.6%
COc1ccc(/C=N/NC(=O)c2ccc(CSc3nncn3C)cc2)cc1OC	1%	-3%	-4%	8%	0.1%
CCn1c(C)cc(/C=C2/SC(=S)NC2=O)c1C	3%	?	-2%	-4%	0.8%
CNC(=O)NC(=O)C(OC(=O)Cc1cccc(C(F)(F)F)c1)c1ccccc1 (centres undefined)	5%	1%	-8%	1%	i
O=S(=O)(NCc1ccco1)c1ccc(Cl)s1	0%	-14%	-10%	/	0.9%
O=C(CSc1nc2ccccc2o1)N/N=C/c1ccc(O)c(O)c1	2%	26%	14%	13%	i
O=C(CSc1nnc2sc3ccccc3n12)c1ccco1	4%	10%	1%	-14%	i
O=C1c2ccccc2C(=O)N1n1cccc1	10%	13%	-2%	6%	1.4%
CC(NC(=O)c1cc(=O)[nH]c2ccc(Br)cc12)c1ccccc1 (centres undefined)	3%	5%	/	5%	/

Fetched by compound from the entries so far (3):
SMILES	H37Rv inhibition	tuberculosis growth	H1N1 NS1A inhibition	Salmonella PhoP GFP	VEEV TC-83 Vero	others
CC(=O)CC(C)(C)S(=O)(=O)c1ccc(Oc2ccc(S(=O)(=O)C(C)(C)CC(C)=O)cc2)cc1	-3%	0%	-19%	-5%	2.6%
COCCSc1ccccc1C(=O)NCc1cccnc1	-3%	-6%	-10%	5%	0.8%
CC(=O)N1CCN(CC(=O)Nc2cc(S(=O)(=O)N3CCOCC3)ccc2C)CC1	-9%	0%	8%	-8%	0.3%

The list goes on:
SMILES	H37Rv inhibition	tuberculosis growth	H1N1 NS1A inhibition	Salmonella PhoP GFP	VEEV TC-83 Vero	others
COc1ccccc1N1CCN(C2CCN(C(=O)COc3ccccc3)CC2)CC1	13%	0%	-3%	11%	0.8%
Cc1cccc(NC(=O)C2CCCN(c3nc(C)cc(C)n3)C2)c1 (centres undefined)	-5%	-2%	18%	-4%	5.5%
CCOc1ccccc1N1CCN(c2nc3ccccc3nc2C(C#N)C(=O)OC)CC1 (centres undefined)	4%	2%	-1%	-17%	8.4%
COc1cc(OC)c(N(C)C(=O)CCNC(=O)Cn2cnc3ccccc3c2=O)cc1Cl	-1%	5%	4%	-14%	i
COc1ccc(N2CCN(C(=O)CCC(=O)NNc3nc4ccccc4c4nc(C)nn34)CC2)cc1	-5%	6%	1%	-21%	0.2%
Cc1ccc(-c2cc(-c3n[nH]c(=S)n3C)c3ccccc3n2)cc1	?	-11%	11%	5%	4.9%
COCCCn1nnnc1SCC(=O)Nc1ccc2c(c1)OCCO2	4%	53%	-13%	1%	1.5%
Brc1ccc(-n2cc(-c3ccccc3)c3c(NN4CCOCC4)ncnc32)cc1	1%	-18%	10%	-6%	2.9%
CC(C)Cc1c2c([nH]c(=S)c1C#N)CCCC2	17%	30%	1%	-14%	1.1%
Cc1cc(NC(=O)CN(C)S(=O)(=O)c2cccc(Cl)c2)no1	-3%	20%	-7%	-4%	1.3%
Cc1nc2ccc(NC(=S)NCc3ccccc3)cc2nc1C	-1%	?	0%	5%	3.2%
CCOC(=O)c1cnc2c(OC)cccc2c1N1CCN(c2ccc(OC)cc2)CC1	63%	51%	11%	-5%	5.0%
Cc1ncc(S(=O)(=O)c2ccccc2)c(-c2ccccc2Cl)n1	-5%	-2%	-2%	-4%	2.0%
CC(NC(=O)c1cc(-c2ccccc2)nc2ccccc12)C1CCCO1 (centres undefined)	3%	1%	/	-6%	/
COc1cc(C(N)=O)ccc1OCc1ccccc1	0%	-9%	-5%	2%	1.0%
CC(=O)c1cccc(NC(=O)Cn2cnc(S(=O)(=O)N3CCOCC3)c2)c1	-2%	-11%	1%	9%	i
CC(=O)C1C(c2ccc(O)cc2)NC(=O)NC1(O)C(F)(F)F (centres undefined)	0%	/	2%	-9%	0.9%
O=C(Nc1cc([N+](=O)[O-])ccc1O)c1cccc(NC(=O)c2ccco2)c1	-6%	-22%	2%	6%	0.6%
COc1cc(NC(C)=O)ccc1-c1cc2ccccc2oc1=O	-10%	16%	-15%	2%	3.1%
Cc1ccc(C)c(NC(=O)CSc2nnc(C)c(=O)n2N)c1	-2%	-17%	-6%	-7%	0.9%
CN1CCN(c2ccc(C(=O)NC3CCCCC3)cc2[N+](=O)[O-])CC1	0%	20%	-6%	14%	i
CCOC(=O)Cc1csc(NC(=O)CCCN2C(=O)c3ccccc3C2=O)n1	1%	-4%	8%	2%	2.3%
COc1ccccc1/C=C/C(=O)N1CCC(c2ccccc2)C1 (centres undefined)	2%	30%	0%	-2%	4.0%
CCC(C)c1ccc2oc(-c3ccc(NC(=O)Cn4cnc5c(=O)n(C)c(=O)n(C)c54)cc3)nc2c1 (centres undefined)	45%	2%	-1%	4%	11%
COc1ccc2c(c1)O[C@H](c1ccc3c(c1)OCO3)[C@@H](O)C2=O	9%	28%	2%	-1%	1.2%
SMILES	H37Rv inhibition	tuberculosis growth	H1N1 NS1A inhibition	Salmonella PhoP GFP	VEEV TC-83 Vero	others
CCOc1ccc(C2/C(=C(\O)c3ccc4c(c3)OCCO4)C(=O)C(=O)N2CCCN2CCOCC2)cc1 (centres undefined)	-2%	5%	-3%	7%	0.1%
COc1ccc(N2CCN(CC(O)COC(c3ccccc3)c3ccccc3)CC2)cc1 (centres undefined)	3%	16%	13%	8%	i
COc1ccc(Cl)cc1S(=O)(=O)NC(C)C(=O)NCCCn1ccnc1 (centres undefined)	-3%	-9%	-3%	12%	3.3%
C[C@@H]1[C@H]2CCCC[C@H]2CN(C(=O)OC(C)(C)C)[C@@H]1c1cn(Cc2ccccc2)c2ccc(F)cc12	/	/	-9%	/	i
CN(C)CCC1CCN(c2cc(C#N)c(C#N)cc2[N+](=O)[O-])CC1	-6%	-1%	0%	13%	0.1%
O=C(O)c1ccc2c(=O)[nH]c(CN3CCOCC3)nc2c1	-6%	-9%	-27%	-2%	1.8%

Structures shown so far that contain a Cl atom (10):
SMILES	H37Rv inhibition	tuberculosis growth	H1N1 NS1A inhibition	Salmonella PhoP GFP	VEEV TC-83 Vero	others
CCOC(=O)N1CCN(C(=O)Nc2cccc(Cl)c2)CC1	-1%	7%	-3%	12%	i
O=C(COC(=O)COc1ccc(Cl)cc1)NCc1ccc2c(c1)OCO2	-6%	-7%	-14%	/	i
Cc1nc(Cl)c(C(=O)NC(C)(C)C)c(C)c1Cl	-6%	-1%	-7%	8%	3.3%
O=C(N=Nc1c(O)[nH]c2ccc([N+](=O)[O-])cc12)c1cc(-c2ccccc2Cl)nc2ccccc12	-3%	-29%	-8%	-5%	1.1%
O=C(NCCCNC(=O)c1cnccn1)c1ccc(Cl)cc1	-2%	-1%	0%	7%	i
O=S(=O)(NCc1ccco1)c1ccc(Cl)s1	0%	-14%	-10%	/	0.9%
COc1cc(OC)c(N(C)C(=O)CCNC(=O)Cn2cnc3ccccc3c2=O)cc1Cl	-1%	5%	4%	-14%	i
Cc1cc(NC(=O)CN(C)S(=O)(=O)c2cccc(Cl)c2)no1	-3%	20%	-7%	-4%	1.3%
Cc1ncc(S(=O)(=O)c2ccccc2)c(-c2ccccc2Cl)n1	-5%	-2%	-2%	-4%	2.0%
COc1ccc(Cl)cc1S(=O)(=O)NC(C)C(=O)NCCCn1ccnc1 (centres undefined)	-3%	-9%	-3%	12%	3.3%
